TAG inh: reduces triacylglycerol accumulation in H9c2 cells; Nile Red lipid (TAG) fluorescence; cells loaded with 200 µM oleic acid; inhibition, % at 12.5 µM; actives 0.66% (n = 230,000);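 active = pattern-corrected inhibition of lipid staining of at least 50% with the nuclear-stain viability signal not falling by more than 50%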;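 also: 0% = DMSO wells and 100% = triacsin C control wells; some results filed as inactive read as strong as hits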
TAG inh DAPI viability: second read-out of TAG inh, no call of its own (marks repeat the call); DAPI nuclei signal change (viability), lower = more cytotoxic, %;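 whole-well DAPI fluorescence read on a plate reader as a viability signal; minus 50 percent equals half of cells still viable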
Starred values were filed as active, the others as inactive.

Structure,TAG inh,TAG inh DAPI viability
COc1ccc(-n2nc3c(c2NC(=O)c2ccccc2S(=O)(=O)C(F)F)CS(=O)(=O)C3)cc1,-2,9
CC1(C)C[C@@H]1C(=O)N/C(=C\CCCCSC[C@H](N)C(=O)O)C(=O)O,3,-1
CCc1c(C)nc2c(Br)cccc2c1SCCC#N,-1,-1
O=C(COC(=O)/C=C/c1ccc(F)cc1)NC1CCS(=O)(=O)C1 (configuration not stated),-15,4
Cc1nn(C)c(C)c1S(=O)(=O)N1CCC(C(=O)NC2CCCCC2)CC1,25,-2
O=C(Cn1nnc(-c2ccccc2)n1)N=Nc1c(O)[nH]c2ccccc12,-9,-10
O=c1[nH]c(SCc2c(Cl)cccc2Cl)nc2ccccc12,-16,-2
Cc1nn(-c2ccccc2)c(C)c1/C=N/NC(=O)c1cc(-c2cccs2)[nH]n1,44,-27
O=C(CCn1c(=S)[nH]c2ccccc2c1=O)NCCSCc1ccccc1,-7,9
CC(Sc1cccc[n+]1[O-])C(=O)Nc1cc(Cl)c(Cl)cc1Cl (configuration not stated),2,-1
CCC(=O)c1ccc(OCC(=O)N(CC)CC2COc3ccccc3O2)cc1 (configuration not stated),-22,2
COc1ccc(NC(=O)CCCN2C(=O)CN(C)C2=O)c(OC)c1,-12,3
Cn1c(N)c(C(=O)COC(=O)/C=C/c2ccc(Cl)cc2)c(=O)n(C)c1=O,-4,-1
COc1ccc(NC(=O)CN(C)C(=O)Cc2ccsc2)cc1,2,5
CCCCc1nnc(NC(=O)C=C(C)C)s1,19,-13
Cc1ccc(C(=O)C2=C(O)C(=O)N(Cc3cccnc3)C2c2ccc(Br)cc2)o1 (configuration not stated),4,-1
Cc1cc(C)n2[nH]c(=O)cc2n1,9,-15
Cc1ccc(C)c2c1[nH]c1ccccc12,27,2
COCCOC(=O)C(C#N)c1nc2ccccc2nc1N1CCCC1 (configuration not stated),-1,-4
O=S(=O)(Nc1ccccn1)c1ccc(Br)cc1,-7,6

The list goes on, overlapping the part above by 2 compounds.
Structure,TAG inh,TAG inh DAPI viability
COCCOC(=O)C(C#N)c1nc2ccccc2nc1N1CCCC1 (configuration not stated),-1,-4
O=S(=O)(Nc1ccccn1)c1ccc(Br)cc1,-7,6
CN(C)C(CNC(=O)C1CCN(S(=O)(=O)c2ccccc2C(F)(F)F)CC1)Cc1ccccc1 (configuration not stated),-2,6
O=Cc1ccc(Oc2cccc(C(F)(F)F)c2)nc1,6,-3
COc1ccc(C(=O)N2CCCC(Nc3ccc(C)c(C)c3)C2)c(OC)n1 (configuration not stated),-18,1
Cc1cc(C(=O)NC2CCCCC2)c2cc(F)ccc2n1,-12,-13
CS(=O)(=O)N(CC(N)=O)c1ccc2c(c1)OCO2,12,-2
O=C(Cc1ccccc1)N/N=C/c1ccc[nH]1,-3,-2
O=C1[C@H]2[C@@H](c3ccc(F)cc3)N3C(=O)N(c4ccccc4)C(=O)[C@@]3(Cc3ccc(Cl)cc3)[C@H]2C(=O)N1C1CCCCC1,11,-1
Cc1cc2cc(CCNC(=O)c3ccc(Br)o3)c(=O)[nH]c2cc1C,-5,6
O=C(COc1cccnc1[N+](=O)[O-])NCCc1ccc(Cl)cc1Cl,-9,-1
CN1CC(COCc2ccccc2)Oc2ccccc2S1(=O)=O (configuration not stated),0,-3
c1ccc(-n2nnnc2-n2ccnc2)cc1,9,-5
CC1=C(C)CC(C(=O)Nc2ccc(C(=O)N3CCOCC3)cc2)C(C(=O)O)C1 (configuration not stated),-2,14
Cc1ccc(Cl)cc1N1CCN(C(=S)NCCc2ccccc2)CC1,2,-11
Cc1cccc(NC(=O)CN(C)S(=O)(=O)c2cccc3cccnc23)c1C,-3,-6
Cc1noc(C)c1CSCC(=O)N(C)CC(=O)Nc1ccccc1Cl,-13,3
Cc1cccc(OC(C)C(=O)Nc2ccc3c(c2)OCCO3)c1 (configuration not stated),0,9
c1coc(CN2CCN(C(c3cccs3)c3nnnn3C3CCCC3)CC2)c1 (configuration not stated),-37,9
CCOc1cc(CNC(=O)CN2C(=O)c3ccccc3S2(=O)=O)ccc1OC,1,9
CN(C)CCn1c(=O)n(C2CCCCC2)c(=O)c2c3c(sc21)CCCCC3,44,-16
CCNC(=O)C1(C)CCCN(C(=O)C2(c3ccc(Cl)cc3)CCCC2)C1 (configuration not stated),-1,-5
O=C(Cc1nc2ccccc2[nH]c1=O)c1ccccc1,2,2
O=C(Nc1c(-c2cccs2)nc2ccccn12)c1ccccc1F,0,-1
O=C(CN(Cc1ccco1)C(=O)CNS(=O)(=O)c1ccccc1)NC1CCCCC1,-8,6
CCN1CCN(CC(=O)Nc2cc(C)on2)CC1,0,7
CC(=O)NCC(=O)OCC(=O)c1ccc(C)cc1,-7,6
Cc1noc(C)c1/C=N/Nc1ccccn1,3,-4
O=C(O)c1ccc(N/N=C/c2ccc(-c3cccc(Cl)c3)o2)cc1,84*,22*
Cc1ccc(CNC(=O)C2CCC(CNc3c(N4CCOCC4)c(=O)c3=O)CC2)cc1 (configuration not stated),-1,-5
CCOc1ccccc1NC(=O)c1ccc2c(c1)C(=O)N(CC(C)C)C2=O,-10,7
Cc1ccccc1NC(=O)CSc1ccc(-c2ccccn2)nn1,15,1
Cc1cc(OCCCC(=O)NNC(=O)c2ccncc2)ccc1Cl,-5,5
O=C(COC(=O)Cc1c(F)cccc1Cl)NC(=O)Nc1ccccc1F,-22,-3
Cc1ccc(-c2csc3ncnc(NCCC(=O)O)c23)cc1C,12,-14
NC(=O)c1sc2nc(N3CCCCC3)c3c(c2c1N)CCCC3,-8,-13
CCCCC(=O)Nc1ccc(NC(=O)c2cccnc2)cn1,36,-24
CCC(=O)Nc1cccc(C(=O)OC)c1,5,-1
Cc1cc(C)cc(NC(=O)C2CCN(c3nccs3)CC2)c1,-5,-5
COc1ccc(NS(=O)(=O)c2cc(NC(=O)CCc3ccccc3)ccc2N2CCOCC2)cc1,-10,-1
Cc1cc(CNC(=O)CC2C(=O)NCCN2CC(c2ccccc2)c2ccccc2)on1 (configuration not stated),7,-14
CC(=O)Nc1cccc(NC(=O)CSc2nnnn2C(C)C)c1,12,-4

The last 2 entries of the section above come first, to join the parts:
Structure,TAG inh,TAG inh DAPI viability
Cc1cc(CNC(=O)CC2C(=O)NCCN2CC(c2ccccc2)c2ccccc2)on1 (configuration not stated),7,-14
CC(=O)Nc1cccc(NC(=O)CSc2nnnn2C(C)C)c1,12,-4
NC(c1ccccc1)c1csc(Nc2ccccn2)n1 (configuration not stated),4,5
COCCN(C(=O)CSc1nnc(-c2ccc(F)cc2)n1N)c1c(N)n(CC(C)C)c(=O)[nH]c1=O,-16,14
O=C1c2ccccc2C(Nc2ccc(S(=O)(=O)N3CCCCCC3)cc2)N1c1ccccn1 (configuration not stated),10,-1
COc1cc(C(=O)NNC2=NC(C)(C)Cc3cc(C)c(C)cc32)cc(OC)c1OC,16,-12
COc1ccccc1CN(C)C(=O)c1cccc(S(=O)(=O)N2CCc3ccccc3C2)c1,-18,3
O=C(CCC(C(=O)O)N1C(=O)c2ccccc2C1=O)Nc1ccccc1 (configuration not stated),2,6
C=CCOc1c(Br)cc(/C=C(\C#N)C(N)=O)cc1OC,-7,14
O=C(NCc1csc(-c2cccs2)n1)Nc1ccc(F)cc1F,3,1
Cc1cc(Nc2c(C)cccc2C)n2nc(C)nc2n1,0,-7
Cc1ccc2c(CN3CCN(S(=O)(=O)c4ccc(Cl)cc4)CC3)cc(=O)oc2c1C,-1,-16
CCCNC(=O)CSc1nnc(-c2ccccc2Br)n1-c1cccc(C(F)(F)F)c1,6,-13
O=C(N/N=C/c1cccc(OC(=O)c2cccc(Br)c2)c1)c1ccncc1,-6,6
c1ccc(N2CC3COc4ccccc4C3=N2)cc1 (configuration not stated),-13,103
O=C(NCc1ccccc1)c1cc(C2COCCN2C(=O)CCc2ccccc2)on1 (configuration not stated),-2,3
O=c1c(Br)c(Br)cnn1-c1ccccc1,90*,-46*
CC(=O)N1CCCc2cc(S(=O)(=O)N(CC(C)C)CC(C)C)ccc21,-5,7
O=C(c1ccc(OC2CCN(Cc3ccccn3)CC2)cc1)N1CCCCO1,-1,-6
Cc1ccc(NC(=O)c2ccc3c(c2)C(=O)N(CC2CCCO2)C3=O)cc1C (configuration not stated),10,-7
O=C(CN1CC(=O)Nc2ccccc21)Nc1ccc(F)c(F)c1,-5,-5
COCC(=O)N(C)[C@H]1C[C@H]2c3[nH]c4ccccc4c3CCN2C(=O)[C@H]1[C@H](C)O,6,8

Quoted at random: five entries already listed.
Structure,TAG inh,TAG inh DAPI viability
COCCN(C(=O)CSc1nnc(-c2ccc(F)cc2)n1N)c1c(N)n(CC(C)C)c(=O)[nH]c1=O,-16,14
c1ccc(N2CC3COc4ccccc4C3=N2)cc1 (configuration not stated),-13,103
NC(c1ccccc1)c1csc(Nc2ccccn2)n1 (configuration not stated),4,5
C=CCOc1c(Br)cc(/C=C(\C#N)C(N)=O)cc1OC,-7,14
COc1ccccc1CN(C)C(=O)c1cccc(S(=O)(=O)N2CCc3ccccc3C2)c1,-18,3

Next records.
| mol | TAG inh | TAG inh DAPI viability |
| --- | --- | --- |
| CCOc1ccccc1N(CC(=O)NCCOC)C(=O)CCC(=O)Nc1ccccn1 | 10 | -4 |
| CCCCCCSc1cccc(-c2nc3ccc(C)cn3c2NC2CCCCC2)c1 | -19 | 87 |
| CCCNC(=O)C1(C)CCN(C(=O)c2cc(C(C)(C)C)nn2C)C1 (configuration not stated) | 2 | 7 |
| O=C1c2ccccc2[C@@H]2C[C@@H](O)[C@H](Nc3cccc4ccccc34)CCN12 | 3 | -6 |
| Cn1c(CC(=O)NNC(=O)c2ccccc2F)nc2ccccc21 | 10 | -11 |
| O=C(C1CCC1)N1CCN(S(=O)(=O)c2ccc([N+](=O)[O-])cc2)CC1 | 5 | -1 |
| c1csc(CNc2nc(NCC3CCCCC3)c3sccc3n2)c1 | 0 | 11 |
| CC1CCCCC1NC(=O)COC(=O)c1ccc2c(c1)NC(=O)CS2 (configuration not stated) | -12 | -4 |
| CCC(C)N1CCC2(CC1)N=c1c(c3c4c5c(C)c(O)c3c(O)c1=NC(=O)C(C)=CC=C[C@H](C)[C@H](O)[C@@H](C)[C@@H](O)[C@@H](C)[C@H](OC(C)=O)[C@H](C)[C@@H](OC)C=CO[C@@](C)(O5)C4=O)N2 (some centres not stated) | 16 | 2 |
| Cc1cc(C)cc(N(CCC#N)C(=O)COC(=O)C2=COCCO2)c1 | 12 | -5 |
| COc1cc(CC(=O)Nc2ccccc2N2CCOCC2)cc(OC)c1OC | -13 | -1 |
| Cc1cccc(C)c1NC(=O)CCCSc1nnc(-c2ccco2)o1 | 13 | 4 |
| CN(C(=O)CSc1nc2ccccc2s1)c1c(N)n(Cc2ccccc2)c(=O)[nH]c1=O | -6 | -3 |
| CC1(c2ccccc2)NC(=O)N(CC#N)C1=O (configuration not stated) | -4 | -13 |
| Cc1c(C#N)c(=O)c(-[n+]2ccccc2)c([S-])n1-c1ccc(Cl)cc1 | -11 | 5 |
| Oc1c(Cl)cc(Cl)cc1CNc1nccs1 | -4 | 2 |
| O=C(NCCc1ccccc1)C(=O)NCC1OCCN1S(=O)(=O)c1cc(F)ccc1F (configuration not stated) | 4 | 4 |
| COc1ccc(N2C(=O)CC(n3c(CCCCO)nc4ccccc43)C2=O)cc1 (configuration not stated) | 2 | -1 |
| CCC1(C(=O)O)NC(c2cc(OC)ccc2O)C2C(=O)N(Cc3ccccc3)C(=O)C21 (configuration not stated) | -18 | -2 |
| O=C(O)Cc1c(C(=O)O)nnn1-c1ccc(Cl)cc1Cl | 14 | -1 |
| COc1ccc([N+](=O)[O-])cc1NC(=O)C(C)OC(=O)c1ccccc1C(=O)c1ccc(Cl)cc1 (configuration not stated) | -22 | -3 |
| COc1ccc(C(=O)NCC(=O)OCC(=O)NC2CCCCCC2)cc1OC | -6 | -1 |
| O=C(CN1C(=O)C(c2ccc(F)cc2)=NC12CCCC2)Nc1ccc(F)cc1 | -28 | 4 |
| COc1ccc(NC(=O)CCCOc2ccc(Cl)c(C)c2)cc1S(=O)(=O)N1CCOCC1 | -14 | 0 |
| COc1ccc(Cc2nnc(NC(=O)c3ccc(OC)cc3OC)s2)cc1 | 1 | -3 |
| CC(C)c1cccc(C(C)C)c1NC(=O)COC(=O)C1=COCCO1 | -5 | 9 |
| S=c1[nH]nc2sc3ccccc3n12 | -1 | 2 |
| O=C(Nc1ccc(Cl)cc1)c1cccc(NC2=NC3CS(=O)(=O)CC3S2)c1 (configuration not stated) | -15 | 10 |
| CCOC(=O)c1ccc(NS(=O)(=O)c2cc(-c3nnnn3C(C)C)ccc2OC)cc1 | 5 | -7 |
| CSc1ccc(C(O)c2ncc(-c3ccccc3F)[nH]2)cc1 (configuration not stated) | -13 | 8 |
| COc1ccc(-c2csc3nc(C(C)(C)C)oc(=O)c23)cc1OC | -8 | 0 |

Screening data as filed in PubChem BioAssay.

Some of the compounds tested; the hit share may differ from the screen's.
